PTAP TSG101 blk: blocks PTAP/TSG101 interaction to inhibit HIV-1 budding; Q99816; Fluorescence polarization, FITC-PTAP peptide / Tsg101 binding; Potency, µM (titrated, usually from 115 µM), for the others: at the highest dose activity change, negative = inhibition, most hits filed as inhibitors; 340,000 tested, under 10 active; active = well fitted inhibition curve with a large enough effect in the main read-out, with a control signal flat, not every such curve was filed as active; inconclusive = small, poorly fitted or top-dose-only effect, or effect the other way, or a change in a side signal; inactive = no such curve, though single readings can be large or run the other way; note: potency is the fitted concentration of half-maximal effect; % of control where 0% means no effect
Target sequence (Q99816 whole entry, looked up): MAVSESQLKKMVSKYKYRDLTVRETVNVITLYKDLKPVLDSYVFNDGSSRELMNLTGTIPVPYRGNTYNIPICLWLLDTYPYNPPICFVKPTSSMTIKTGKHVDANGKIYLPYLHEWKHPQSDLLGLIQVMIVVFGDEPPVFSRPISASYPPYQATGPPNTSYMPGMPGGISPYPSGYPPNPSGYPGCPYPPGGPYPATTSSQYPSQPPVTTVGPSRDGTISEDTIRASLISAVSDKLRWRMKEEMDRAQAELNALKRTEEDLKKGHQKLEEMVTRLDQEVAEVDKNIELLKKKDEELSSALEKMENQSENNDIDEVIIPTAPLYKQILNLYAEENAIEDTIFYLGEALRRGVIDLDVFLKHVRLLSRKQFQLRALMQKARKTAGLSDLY
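Tsg101 binding domain (10 uM final) was mixed with compound and a FITC-labeled PTAP peptide (50 nM final) in HEPES pH 7.5 buffer with NaCl, Tween 20, EDTA and TCEP; fluorescence polarization was read after 20 min at r.t.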
TCR act: activators of T cell receptors. 330,000 tested, under 10 active. primary human leukocytes, anti-CD3, IL-2 HTRF, 48 h. Potency, µM (doses to about 9.22 µM), inactives show at the highest dose activation of IL-2 secretion, hits mostly activators. AID 504894; note: % of control where 0% means no effect
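Compounds are tested in HTS on primary human leukocytes co-incubated with a-CD3 beads for 48 hr. IL-2 output is measured by time-resolved FRET.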
ELG1 DNA repair: inhibitors of ELG1-dependent DNA repair in HEK293T cells; HEK293T ELG1-luciferase reporter, luminescence, 16 h; DNA damage induced by 5-fluorouridine; 330,000 compounds, 2.3% hits; Potency, µM (highest dose often 46.1 µM), for the others: at the highest dose activity change, negative = inhibition, most hits filed as inhibitors; note: potency is the fitted concentration of half-maximal effect; % is set by controls: 0 for no effect and ±100 for the full control effect; nearly all actives have a fitted effect of over 55% in size
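Quantitative HTS, concentration-response format. 2,000 cells/well co-treated with 5-fluorouridine and compound, 16 hr in 5% CO2 at 37 °C; ONE-Glo luminescence read after 30 min.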
a7 integrin act: activators of alpha7 integrin expression for muscular dystrophy | AID 624291 | 350,000 compounds, 0.064% hits | alpha7betagal myoblasts, beta-gal FDG fluorescence, 48 h | Potency, µM (series often up to 38.3 µM), inactives show top-dose activation, actives largely listed as activators;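 note: potency is the fitted concentration of half-maximal effect; 100% = response of the positive control SU9516; nearly all actives have a fitted effect of over 60% in size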
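alpha7betagal+/- myoblasts (passage 13, 250/well) treated 48 h at 37C with compounds at 1:260 dilution of DMSO stock. Lysed, then beta-galactosidase activity read as FDG fluorescence (ex 480/em 540) after 30 min, with pre-read for autofluorescence.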
Tb PFK inh: blocks T. brucei phosphofructokinase | O15648 | T. brucei PFK, ADP-Glo luminescence | Potency, µM (doses to about 57.5 µM), inactives show at the highest dose activity, negative = inhibition, hits mostly inhibitors | 330,000 compounds, 0.17% hits;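 note: potency is the fitted concentration of half-maximal effect; 0% = uninhibited 1x PFK enzyme wells and -100% = no-enzyme wells; nearly all actives have a fitted effect of over 60% in size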
Target sequence (O15648 whole entry, looked up): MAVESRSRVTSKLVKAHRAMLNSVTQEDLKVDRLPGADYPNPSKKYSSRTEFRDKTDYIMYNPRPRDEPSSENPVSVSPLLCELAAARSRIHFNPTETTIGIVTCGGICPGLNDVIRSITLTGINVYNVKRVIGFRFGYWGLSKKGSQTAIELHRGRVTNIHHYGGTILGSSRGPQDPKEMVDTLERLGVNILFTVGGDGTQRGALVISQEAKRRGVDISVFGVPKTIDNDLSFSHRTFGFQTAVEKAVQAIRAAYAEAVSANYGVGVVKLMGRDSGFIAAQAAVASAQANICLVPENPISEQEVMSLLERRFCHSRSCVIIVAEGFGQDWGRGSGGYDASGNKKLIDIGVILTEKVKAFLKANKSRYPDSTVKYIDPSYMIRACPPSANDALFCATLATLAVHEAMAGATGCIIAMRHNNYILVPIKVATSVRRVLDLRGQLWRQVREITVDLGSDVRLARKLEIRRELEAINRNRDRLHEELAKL
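ADP-Glo luminescence quantified ADP after 45 min at room temperature, with 1.25 nM T. brucei PFK, 0.1 mM ATP and 0.5 mM fructose-6-phosphate in pH 8.0 TEA buffer. qHTS titrations up to 57 µM; curves classified by quality.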
BCR signal inh: chronic active BCR signaling inhibition | 340,000 compounds, 0.05% hits | Potency, µM (highest dose often 46.1 µM), without a hit: top-dose ratio change, negative = lower green/red ratio, hits mostly inhibitors | ABC-DLBCL IkBa-CBG/CBR reporter, luminescence ratio, 4 h | AID 493014; active = well fitted inhibition curve with a large enough effect in the signal ratio, with a control signal flat, not every such curve was filed as active; inconclusive = small, poorly fitted or top-dose-only effect, or effect the other way, or a change in a side signal; the % refers to the signal ratio;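 note: potency is the fitted concentration of half-maximal effect; plate controls were basal doxycycline-induced cells for no effect and cells given 10 µM MG132 for full effect; MG132 reads +100%, hits lower the ratio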
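Concentration-response series (up to 46 uM) were applied to TMD8 dual-reporter cells for 4 h at 37C with doxycycline. Green/red ratio, after filter-overlap correction, defined %Activity; red signal alone was normalised to basal cells and zero luminescence.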
A-T KAP1 phos: potential ataxia-telangiectasia treatment; 320,000 compounds, 0.19% hits; Potency, µM (top dose mostly 57.5 µM), inactives show top-dose activation, hits mostly activators; […] A-T fibroblasts, KAP-1 phosphorylation AlphaLISA; neocarzinostatin DNA damage 30 min before lysis; note: potency is the fitted concentration of half-maximal effect; % of control where 0% means no effect; nearly all actives have a fitted effect of over 45% in size
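ATM-like activity read as KAP-1 phosphorylation via AlphaLISA donor/acceptor antibody pairs after lysis and 6 hr at 25C. Cells were ATM-null patient fibroblasts ([…], hTERT), dosed 60 min, then exposed to the DSB inducer NCS for 30 min.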
Eya2 inh: inhibitors of human Eya2 phosphatase activity; recombinant Eya2, OMFP fluorescence dephosphorylation (OMFP is methylfluorescein phosphate); 330,000 compounds, 0.006% hits; Potency, µM (top dose mostly 76.9 µM), without a hit: at the highest dose activity, negative = inhibition, actives largely listed as inhibitors; O00167; note: potency is the fitted concentration of half-maximal effect; % is set by controls: 0 for no effect and ±100 for the full control effect
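Eya2 (0.2 uM) preincubated 10 min at ambient with compound, then OMFP substrate added at 50 uM; 10 min reaction in 50 mM HEPES pH 7.5, 50 mM NaCl, 5 uM MgCl2, 0.05% BSA, 1 mM DTT. Fluorescence read at Ex 485/Em 525 nm.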
TSHR antag: antagonists of human thyroid stimulating hormone receptor. 330,000 compounds, 0.2% hits. activity change, negative = inhibition, % at 11.5 µM. AID 504810. P16473. TSHR-expressing cells, TSH-stimulated cAMP HTRF, 2 h; hits give low values;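 active = activity change below a set negative limit, meaning inhibition stronger than a set level, cut at about -70% in these data; inconclusive = activity change between two set negative limits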; note: % is set by controls: 0 for no effect and ±100 for the full control effect
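Competitive HTRF cAMP read-out (cryptate anti-cAMP antibody, cAMP-d2; 30 min, room temperature) in freshly harvested TSHR cells. Compounds added before TSH at EC80 (4nM final), followed by 2 hours' incubation at 37 deg C.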
ASM inhibitor: blocks human secretory acid sphingomyelinase; placental ASM, HMU-PC fluorogenic substrate, 60 min; Potency, µM (highest dose often 57.5 µM), for inactives: at the highest dose activity change, negative = inhibition, actives largely listed as inhibitors; 340,000 compounds, 0.006% hits; AID 504937; note: potency is the fitted concentration of half-maximal effect
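Steps: dispense placental human ASM, pin compound, wait 10 min at room temperature, add HMU-PC0 substrate at 9 uM final, incubate 60 min at 37 °C, add stop solution raising pH to 10, read fluorescence.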
Mito fusion act: blocks mitochondrial division or promotes mitochondrial fusion; S. cerevisiae fusion-defective mutant growth rescue, CellTiterGlo 48 h; Potency, µM (highest dose often 46.1 µM), for inactives: at the top dose growth rescue (activation), hits mostly activators; 320,000 compounds, 0.23% hits;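 note: potency is the fitted concentration of half-maximal effect; % of control where 0% means no effect; nearly all actives have a fitted effect of over 45% in size; temperature-sensitive fusion mutants such as fzo1-1 at 37 °C on non-fermentable ethanol glycerol medium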
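Read-out: ATP-based luminescence (CellTiterGlo, 10 min ambient) reporting growth of fusion-defective ts yeast after 48 hours at 37C on glycerol/ethanol YPEG medium in the presence of compound.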
An asterisk follows results filed as active; ? = inconclusive; nt = no result given; [ ] = dose if it differs, or a comment. Unless noted, calls come from the whole dose curve; as a rule, active = well fitted curve in the direction sought with a large enough effect; inconclusive = small, poorly fitted or top-dose-only effect, or another doubt; inactive = no such curve, though single readings can be large; an effect the other way counts as inactive or inconclusive.

SMILES | PTAP TSG101 blk | TCR act | ELG1 DNA repair | a7 integrin act | Tb PFK inh | BCR signal inh | A-T KAP1 phos | Eya2 inh | TSHR antag | ASM inhibitor | Mito fusion act
CN1CCC(N(C)C(=O)CNC(=O)c2ccc(C(C)(C)C)cc2)CC1 | -2% | 6% | 25% | -42% | -4% | 6% | 1% | 1% | 7 | 7% | 0%
Cc1nc(C(=O)N2CCCC(C(=O)c3cccc(OC(C)C)c3)C2)cs1 (configuration not stated) | -2% | -7% | 0% | -32% | 2% | ? | 12% | -13% | -12 | 0% | 11%
Cc1ccc(N=C2NC(=O)/C(=C\c3ccsc3)S2)c(C)c1 | -7% | 0%[46.1 µM] | -27% | 13% | -3% | 15% | -14% | 2% | 18 | -22% | ?
COc1cccc(N2CCN(C(=O)c3ccc(CS(=O)Cc4ccccc4Cl)o3)CC2)c1 (configuration not stated) | -5% | -4% | ? | -16% | -4% | -1% | 3% | 0% | -9 | 1% | -3%
CNS(=O)(=O)c1cccc(C(=O)NC2CCCc3ccccc32)c1 (configuration not stated) | -9% | 2% | 1% | 12% | -2% | -11% | 2% | 12% | 11 | -1%[11.5 µM] | 5%
COc1ccc(NC(=O)CS(=O)(=O)c2ccc(F)cc2)cc1 | 0% | 8% | ? | 0% | 1% | 3% | -18% | -6% | -12 | -4% | 0%
N#Cc1nc(-c2ccc(F)cc2)oc1N1CCN(C(=O)c2ccco2)CC1 | 0% | -3% | -1% | 0% | 3% | 0% | 9% | 5% | -10 | -1% | 7%
CSc1ccccc1-n1nnnc1SCc1ccccc1 | -4% | -8% | 0% | 18% | -15% | -1% | 18% | -3% | -7 | -3% | 27%
COC(=O)c1cc(C#N)c(N2CC(C)OC(C)C2)nc1C (configuration not stated) | -5% | 5% | ? | 18% | 2% | 2% | -4% | 4% | -8 | 0% | -4%
Oc1ccc(Cl)cc1-c1cc(C(F)(F)C(F)F)nc(-c2ccccc2)n1 | -1% | 7% | -5% | 2% | 1% | ? | -1% | 24% | 16 | -10% | -1%
Cc1cccc(N2CN(S(=O)(=O)c3cccc([N+](=O)[O-])c3)c3nc4ccccc4nc32)c1 | -2% | -2%[46.1 µM] | 0% | -4% | -2% | 3% | -11% | 2% | -17 | -3% | nt
Cc1cc(C(=O)COC(=O)c2ccc(O)cc2)c(C)n1Cc1ccco1 | -1% | -2%[46.1 µM] | ? | -7% | 3% | -6% | -4% | -3% | -1 | -1% | ?

Just a7 integrin act, TCR act and A-T KAP1 phos (2 entries from above):
Compound	a7 integrin act	TCR act	A-T KAP1 phos
CSc1ccccc1-n1nnnc1SCc1ccccc1	18%	-8%	18%
COc1cccc(N2CCN(C(=O)c3ccc(CS(=O)Cc4ccccc4Cl)o3)CC2)c1 (configuration not stated)	-16%	-4%	3%

Next section:
SMILES | PTAP TSG101 blk | TCR act | ELG1 DNA repair | a7 integrin act | Tb PFK inh | BCR signal inh | A-T KAP1 phos | Eya2 inh | TSHR antag | ASM inhibitor | Mito fusion act
CC1Cc2ccccc2N1CC(=O)NCc1ccc2c(c1)OCO2 (configuration not stated) | -1% | 5%[46.1 µM] | -4% | -1% | -3% | -11% | 2% | -11% | -2 | 7% | 14%
COC(=O)c1nnn(CC(=O)NC(=O)Nc2cccc(Cl)c2C)c1C(=O)OC | -3% | 6% | 7% | -3% | -7% | -23% | -2% | -1% | -3 | 0% | -3%
CC(=O)n1cc([C@@H]2C=C(C(=O)N3CCN(Cc4ccc5c(c4)OCO5)CC3)O[C@H](OCCCCO)C2)c2ccccc21 | -5% | -3% | 18µM* | 0% | -2% | -28% | 5% | -14% | 1 | -1% | 1%
Cc1ccc(NC(=O)CSC2=C(C#N)C(c3ccc4c(c3)OCO4)CC(=O)N2)cc1C (configuration not stated) | -2% | 4%[46.1 µM] | ? | 0% | 2% | 3% | 2% | -4% | 1 | -2% | -5%
Cc1ccc(S(=O)(=O)C2CCCCC2=O)cc1 (configuration not stated) | 1% | 1%[46.1 µM] | -1% | 9% | 6% | -1% | -12% | 0% | 11 | -3% | 4%
Cc1ccnc(NC(=O)CCCNC(=O)c2ccc(Cl)cc2)c1 | 0% | -5% | ? | -32% | -17% | -2% | -6% | 2% | 13 | -2% | 1%
CC(C)(C)OC(=O)N1CCC(C(=O)O)CC1 | -1% | -5% | 28% | 4% | -2% | -17% | nt | 14% | nt | 1% | -5%
CS(=O)(=O)N(CC(=O)Nc1ccc(S(=O)(=O)N2CCCC2)cc1)c1cccc(F)c1 | -9% | 1% | 0% | -17% | 0% | ? | -27% | 3% | 7 | -5% | 2%
COc1ccc(N(C=O)C(=S)SC)cc1 | 1% | 2% | ? | -51%[inhibitor] | -3% | ? | 0% | 7% | 7 | 3% | -2%
CCOC(=O)C1=C(c2ccccc2)NC(SCC(=O)NC2CCCCC2)=C(C#N)C1c1ccco1 (configuration not stated) | -6% | -3% | 18µM* | -38% | 3% | 6% | 5% | -9% | 0 | -10% | -1%
COc1ccc(Nc2nnc(SCC(=O)Nc3cc(C)on3)s2)cc1 | -6% | 7% | ? | -22% | 2% | ? | -1% | 7% | 3 | -7% | 1%
Cc1ccccc1C(=O)OC(C)CN1CCOCC1 (configuration not stated) | 0% | 2% | 14% | 31% | 1% | 11% | 3% | 6% | 4 | 8% | -3%
CCOc1ccc(-n2nc3ccc(NC(=O)CC)cc3n2)cc1 | 2% | -2% | ? | 17% | 2% | 1% | 11% | 3% | -2 | 42%[activator] | 10%
CCOc1ccc2nc(/N=C/c3c(C)[nH]n(-c4ccc(C)cc4)c3=O)sc2c1 | -2% | 5%[46.1 µM] | ? | 1% | 1% | -16% | -5% | -3% | 6 | 3% | -1%
Cc1ccc(NC(=O)CC2S/C(=N/N=C3/NC(=O)CS3)NC2=O)cc1 (configuration not stated) | -7% | 3% | 1% | 7% | -1% | -2% | -1% | 15% | 3 | 3% | 0%
Cc1cc2ncn(CCOc3ccccc3C#N)c2cc1C | -2% | 0% | 0% | -13% | 3% | ? | 7% | 3% | 23 | 2% | 11%
COc1ccc(S(=O)(=O)NC2CCCCC2)cc1C | -1% | 5% | -6% | ? | 19% | 2% | 4% | -10% | 4 | 3% | 2%
CCn1c(C)nc([N+](=O)[O-])c1C(=O)O | 0% | 5% | 20% | -9% | 1% | 0% | 1% | 8% | 4 | 2% | 0%
CC(C)(C)CC(=O)N[C@@H](Cc1ccccc1)c1nc2ccccc2[nH]1 | -2% | 6% | -14% | -14% | -2% | -6% | 3% | -10% | -2 | 1% | 0%
COc1ccc(NCc2ccsc2)cc1 | -8% | -5% | ? | -3% | 3% | -1% | -6% | -2% | 3 | 1% | -5%
CCC(=O)N(C)CCc1cc2c(c(OC)c1/C=N/NS(=O)(=O)c1ccc(C)cc1)OCO2 | -3% | -4% | 10% | 14% | -2% | -1% | -11% | ? | 4 | 0% | -3%
CC1CCc2c(sc(NC(=O)CSc3ncnc4c3cnn4-c3ccccc3Cl)c2C#N)C1 (configuration not stated) | -5% | nt | -28% | -24% | -4% | -12% | -3% | -11% | 19 | -1% | 0%
COc1ccc(CCNC(=O)CN(C)S(=O)(=O)c2ccc(Br)s2)cc1OC | -4% | -15% | -11% | -8% | -6% | -3% | -1% | 4% | -7 | 0% | -26%
CC(=O)N1c2ccc(S(=O)(=O)NCCC(=O)Nc3ccc(C)cn3)cc2CC1C (configuration not stated) | -2% | -1% | -1% | 37% | 4% | 3% | 12% | 2% | 3 | -2% | -3%
CCOc1ccc2nc(SC3CC(=O)N(c4ccc(OC)cc4OC)C3=O)sc2c1 (configuration not stated) | -5% | 3% | ? | -63%[inhibitor] | 7% | ? | -5% | -11% | -1 | -8% | -8%
CN(C)S(=O)(=O)c1cccc(NC(=O)c2cc3c(=O)n4ccccc4nc3s2)c1 | -2% | -6%[46.1 µM] | 14% | 18% | -2% | ? | 0% | -4% | 4 | nt | -2%
